Compound activity deposited in PubChem by Sanford-Burnham Center for Chemical Genomics.
APJ antagonist: APJ receptor antagonism; 0.32% of 330,000 active; AID 2521; P35414; inhibition, % at 20 µM; CHO-K1 APJ beta-arrestin complementation, luminescence;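 active = inhibition above about 40% at 20 µM, limit read from the data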;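 also: cells challenged with 10 nM apelin-13 agonist together with compound; plate controls were apelin-13 plus DMSO wells for no effect and DMSO wells lacking apelin-13 for full effect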
EBI2 block: blocks human EBI2 receptor beta-arrestin signaling. inhibition, % at 5 µM. 0.81% of 360,000 active. EBI2 beta-arrestin recruitment, luminescence, 7a,25-OHC stimulated; in the data active = inhibition above about 38%;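 also: enzyme fragment complementation signal reports receptor beta-arrestin coupling in cells; 0% = agonist plus DMSO wells and 100% = wells without agonist; some results beyond the cut were filed as inactive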
ATG4B inhibitor: blocks human ATG4B protease cleavage of LC3 substrate | AID 504462 | ATG4B cleavage of LC3-PLA2, NBD-HPC fluorescence, 1 h | 0.51% of 340,000 active | inhibition, % at 8.33 µM | Q9Y4P1; in the data active = inhibition above about 40%
Target sequence (Q9Y4P1 whole entry, looked up): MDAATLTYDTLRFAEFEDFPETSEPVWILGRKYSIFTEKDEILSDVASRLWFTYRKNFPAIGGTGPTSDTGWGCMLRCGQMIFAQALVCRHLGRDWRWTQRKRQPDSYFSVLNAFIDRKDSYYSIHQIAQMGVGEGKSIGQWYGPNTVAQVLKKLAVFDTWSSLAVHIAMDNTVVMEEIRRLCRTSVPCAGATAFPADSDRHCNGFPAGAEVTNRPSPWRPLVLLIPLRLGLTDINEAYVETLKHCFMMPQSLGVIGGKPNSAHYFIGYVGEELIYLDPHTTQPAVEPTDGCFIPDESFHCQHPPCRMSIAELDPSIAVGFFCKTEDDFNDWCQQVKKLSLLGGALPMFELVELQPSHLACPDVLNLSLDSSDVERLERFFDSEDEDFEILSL
CCR6 antagonist: CCR6 (human) receptor antagonism | P51684 | inhibition, % at 20 µM | 0.49% of 340,000 active | CHO-K1 CCR6 PathHunter beta-arrestin, luminescence, CCL20-stimulated;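 active = compounds whose inhibition of the agonist-driven luminescence signal at 20 µM reaches about 50%, limit read from the data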;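 also: cells stimulated with CCL20 at 14 nM final; plate controls were DMSO with CCL20 for no effect and DMSO without agonist for full effect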
UBC13 polyUb: inhibitors of human UBC13 polyubiquitin chain formation; 0.47% of 330,000 active; TR-FRET; AID 485273; inhibition, % at 20 µM; in the data active = inhibition above about 45%, passing the limit was not always enough
Target sequence (P61088 whole entry, looked up): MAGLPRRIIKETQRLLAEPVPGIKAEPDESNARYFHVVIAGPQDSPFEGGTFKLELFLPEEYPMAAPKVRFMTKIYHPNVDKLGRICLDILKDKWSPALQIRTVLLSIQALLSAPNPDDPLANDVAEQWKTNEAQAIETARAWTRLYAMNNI
APJ agonist: activates the human apelin receptor APJ; AID 2520; CHO-K1 APJ PathHunter beta-arrestin, luminescence; 0% DMSO wells, 100% apelin; 0.11% of 330,000 active; P35414; activation, % at 20 µM;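 active = activation more than six SD over the plate average, tested at 20 µM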;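 also: 0% = DMSO alone and 100% = apelin-13 at 10 nM; some results filed as inactive read as strong as hits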
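Assay system: CHO-K1 cells stably expressing ProLink-tagged human APJ and arrestin–beta-gal acceptor. Compound dosing: 20 µM single point, 1% DMSO. Times: 16-18 h seeding, 90 min dark compound exposure, 60 min detection. Detection: beta-gal luminescence. Evaluation: APJ–arrestin association signal. Controls: negative DMSO alone, positive Apelin-13 at 10 nM.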
CXCR6 inh: inhibitors of human CXCR6 receptor. O00574. CHO-K1 PathHunter CXCR6 beta-arrestin, luminescence. inhibition, % at 20 µM. 0.36% of 360,000 active. AID 602244; in the data active = inhibition above about 34%, passing the limit was not always enough;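 also: antagonist mode with CXCL16 agonist at 10 nM final; 0% = 10 nM CXCL16 with DMSO and 100% = unstimulated wells without agonist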
Target sequence (O00574 whole entry, looked up): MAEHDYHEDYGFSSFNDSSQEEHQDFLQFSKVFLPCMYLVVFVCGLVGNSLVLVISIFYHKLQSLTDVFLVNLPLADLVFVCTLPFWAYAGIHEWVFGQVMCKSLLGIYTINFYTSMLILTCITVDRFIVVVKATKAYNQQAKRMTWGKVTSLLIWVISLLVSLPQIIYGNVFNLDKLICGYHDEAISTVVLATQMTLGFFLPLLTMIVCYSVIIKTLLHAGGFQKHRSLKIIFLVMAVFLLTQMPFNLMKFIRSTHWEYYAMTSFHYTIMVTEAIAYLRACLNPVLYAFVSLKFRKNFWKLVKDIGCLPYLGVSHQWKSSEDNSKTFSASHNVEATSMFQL
Gli-Sufu block: Gli-Sufu pathway antagonism; inhibition, % at 5 µM; 0.74% of 340,000 active; Sufu-KO-LIGHT fibroblasts, Gli luciferase reporter luminescence;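 active = inhibition above about 55%, limit read from the data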;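 also: 0% = DMSO-treated cells and 100% = wells with medium but no cells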
* hit, by the source's call; nt = no result given.

Every second line gives: APJ antagonist, EBI2 block, ATG4B inhibitor, CCR6 antagonist, UBC13 polyUb, APJ agonist, CXCR6 inh, Gli-Sufu block
- CCN(C(=O)CSc1ccc(S(=O)(=O)N2CCOCC2)cn1)c1ccccc1
→ -12, -8, -3, 1, -3, -4, -1, 5
- Cc1ccc(NC(=O)c2csnn2)c(C)c1
→ -24, -4, -7, 6, 8, -3, 2, -11
- Brc1ccc(CN2CCN(Cc3c[nH]c4ccccc34)CC2)cc1
→ 17, 6, -6, -3, 14, -3, 0, 13
- CCCNC(=O)CCc1nnc2ccc(N3CCC(C)CC3)nn12
→ 8, 3, -2, 5, -2, -2, 3, 6
- O=C(CS(=O)(=O)c1ccc(F)cc1)NCc1ccccc1
→ -45, -4, -7, -5, -8, 9, -3, 0
- COc1ccc(Cl)cc1NS(=O)(=O)c1cccc(C(=O)NC2CCN(Cc3ccccc3)CC2)c1
→ nt, 6, 2, -1, nt, nt, 9, 11
- CCCCc1cc(=O)oc2cc(OCC(=O)N(CC)CC)c(Cl)cc12
→ 0, -2, 0, 21, 9, 1, -1, -6
- C/C(=N\NS(=O)(=O)c1ccccc1)c1cccc(NC(=O)c2cccc(Cl)c2)c1
→ -24, -1, -3, -3, 4, -3, -5, -8
- O=C(N1CCCC1)N1CCN(S(=O)(=O)c2ccccc2)CC1
→ 3, 0, 2, 23, 8, -2, 0, 1
- O=C1NC[C@H](c2ccccc2)N(CCc2cccc(F)c2)C1=O
→ 1, -7, -4, -2, 7, -4, -12, 1
- Cc1ccc2c(C(=O)CNc3nncs3)c(C)[nH]c2c1
→ -17, 1, 0, -2, -5, 1, 0, -2
- CCN(CCO)C(=O)c1ccc2oc(Cc3ccc(Cl)cc3)nc2c1
→ 7, 1, 1, 6, -4, -1, 0, -10
- O=C(CSc1nnc2c(Cl)cc(Cl)cn12)N1CCOCC1
→ 0, -4, 9, 2, 1, -1, 0, 0
- CC1(C)OC2CC3C4CCC5=CC(=O)CCC5(C)C4(F)C(O)CC3(C)C2(C(=O)CO)O1 (centres undefined)
→ nt, 0, 5, 4, nt, nt, -5, -8
- O=C(COC(=O)CCSc1ccc(Cl)cc1)NCc1ccco1
→ -1, -10, 9, 14, 7, -2, 4, -16
- CS(=O)(=O)c1ccc(Cl)c(NC(=O)COC(=O)CNC(=O)c2ccc(Br)o2)c1
→ 9, 4, 1, 12, 5, 4, 1, 12
- NC(=O)c1ccc(-n2nnnc2SCC(=O)Nc2ccccc2F)cc1
→ -4, -9, 3, -1, 5, -2, 0, 21
- COc1ccc(C2C(C(=O)Nc3cccnc3)=C(C)Nc3nc(-c4cccs4)nn32)cc1OC (centres undefined)
→ -31, 0, -9, 1, 8, -3, 3, 0
- CCCCOc1ccc(C(=O)NCC2(c3ccc(OC)cc3)CCOCC2)cc1
→ 23, -11, 1, 2, 4, -4, 10, -8
- CC1CC(C)CN(C(=O)c2ccc3c(=O)n(Cc4ccc5c(c4)OCO5)c(=S)[nH]c3c2)C1 (centres undefined)
→ 16, 8, 101*, 17, 12, -3, 12, 9
- CSc1ccc(/C=C(/NC(=O)c2ccco2)C(=O)N2CCCCCC2)cc1
→ 10, -3, -8, 12, -1, -4, 6, 23
- CCc1ccc(NC(=O)COC(=O)c2ccc(Cl)c(S(=O)(=O)N3CCCCCC3)c2)cc1
→ 7, -2, -8, 18, 2, 3, -6, 3
- C=CCOc1ccc(C(c2c(C(=O)O)[nH]c3ccccc23)c2c(C(=O)O)[nH]c3ccccc23)cc1
→ 8, -1, 26, 7, -15, -4, -14, 5
- CCN(CC)CCSc1nc2ccccc2n1Cc1ccccc1
→ -3, -2, 7, 21, -2, 1, 10, 18
- COc1ccccc1CN(CC(=O)NCc1ccco1)C(=O)CNS(=O)(=O)c1ccccc1
→ 8, 3, -3, 61*, -9, -4, -5, -3
- O=C1C=CC[C@H](/C=C/C[C@@H](O)C[C@H](O)CCc2ccccc2)O1
→ -11, -4, -16, -8, 0, 1, -8, 4
- CS(=O)(=O)N1CCN(c2ccc(C(=O)N3CCOCC3)cc2[N+](=O)[O-])CC1
→ -1, -4, -8, 0, 1, -3, 1, -6
- CC(C1CC1)N(Cc1ccccc1)C(=S)Nc1ccccc1 (centres undefined)
→ 9, -5, 0, 9, -6, -4, 1, 38
- COc1ccc(C(=O)N/N=C/c2ccccn2)cc1OC
→ -2, 0, 0, 11, -27, -2, 2, -18
- O=C(CSc1nnc(COc2ccc(Cl)cc2)o1)N1CCCCC1
→ -23, 25, -4, 5, 4, 0, -1, 5

Following part:
Field names – A = APJ antagonist; B = EBI2 block; C = ATG4B inhibitor; D = CCR6 antagonist; E = UBC13 polyUb; F = APJ agonist; G = CXCR6 inh; H = Gli-Sufu block
Molecule: CCCN1CCc2c(sc(NC(=O)C3CCN(S(=O)(=O)c4cccs4)CC3)c2C(N)=O)C1
  A = 17; B = -6; C = -7; D = 15; E = 5; F = -4; G = -3; H = 31
Molecule: O=C1CN(S(=O)(=O)c2ccccc2)CCN1
  A = 7; B = 3; C = -6; D = -7; E = 3; F = -2; G = 3; H = -1
Molecule: CC(=O)NC(c1cccs1)c1cc(F)c2cccnc2c1O (centres undefined)
  A = -1; B = 0; C = 1; D = 26; E = -8; F = -2; G = 10; H = 48
Molecule: COc1ccc(C)cc1NC(=O)C(OC(=O)c1cnccn1)c1ccccc1 (centres undefined)
  A = 15; B = 8; C = -10; D = -1; E = 5; F = -5; G = -1; H = -3
Molecule: O=C(CCNS(=O)(=O)c1ccc(Br)cc1)NCCc1ccc(Cl)cc1
  A = -8; B = 14; C = -10; D = 9; E = 2; F = 6; G = 2; H = -6
Molecule: CC1CCN(C(=O)c2[nH]cnc2C(=O)Nc2ccccc2)CC1
  A = 1; B = -29; C = -3; D = -6; E = 15; F = 0; G = -1; H = -7
Molecule: Cc1cc(C(=O)CSc2nnnn2-c2ccc(O)cc2)c(C)n1Cc1ccc2c(c1)OCO2
  A = -7; B = 5; C = -6; D = 0; E = -1; F = -4; G = -2; H = -1
Molecule: CCCCn1c(=O)c(CCC(=O)OCC(=O)Nc2cc(Cl)ccc2OC)nc2ccccc21
  A = -11; B = -11; C = 25; D = 13; E = 25; F = -3; G = 11; H = -1
Molecule: CCC(C)Sc1nnc(CNS(=O)(=O)c2ccc(F)cc2)n1C (centres undefined)
  A = 5; B = -2; C = 15; D = 13; E = 0; F = 6; G = 7; H = -9
Molecule: CCCCCn1cnnc1SCC(=O)c1c(N)n(C2CC2)c(=O)[nH]c1=O
  A = -40; B = 6; C = -2; D = 7; E = -2; F = -2; G = 4; H = -9
Molecule: CC1CCN(C(=O)CCc2ccc(S(=O)(=O)NC(C)C)cc2)CC1
  A = 8; B = -10; C = 1; D = -9; E = -4; F = -1; G = 0; H = -2
Molecule: CCOc1ncccc1C(=O)OCC(=O)Nc1cccc(S(=O)(=O)N2CCCCCC2)c1
  A = -7; B = -7; C = -4; D = 11; E = 5; F = 1; G = 4; H = -9
Molecule: C=CCN1c2ccccc2[C@]23C[C@@H](C(=O)OC)N(C(=O)c4ccco4)C2=NC(C(=O)OC)=C(C(=O)OC)[C@H]13
  A = -48; B = -19; C = -4; D = 0; E = -7; F = 3; G = -3; H = 23
Molecule: COc1ccc(N2CCN(C(=O)COC(=O)CCOc3cc(C)ccc3C)CC2)cc1
  A = 14; B = 8; C = 0; D = 5; E = -3; F = 10; G = -7; H = -3
Molecule: CCOC(=O)/C(C#N)=C1/SC(CC)C(=O)N1c1ccc(Br)cc1 (centres undefined)
  A = 8; B = -4; C = -7; D = 11; E = 1; F = -2; G = 9; H = 3
Molecule: COC(=O)CSc1nccc(-c2ccc(F)cc2)c1C#N
  A = 9; B = 3; C = -1; D = 3; E = 4; F = -1; G = -1; H = -4
Molecule: Cc1n[nH]c(=O)nc1N1CCN(c2ccccc2)CC1
  A = 4; B = -12; C = 0; D = 5; E = 0; F = 2; G = 0; H = 1
Molecule: CC1NC2(C(=O)N(Cc3ccccc3)c3ccccc32)C2C(=O)N(c3ccccc3)C(=O)C12 (centres undefined)
  A = 6; B = 3; C = -6; D = 16; E = 5; F = -3; G = 4; H = -1
Molecule: COc1ccccc1-n1c(SCC(=O)N(C)C)nnc1-c1ccco1
  A = nt; B = -3; C = 6; D = 0; E = nt; F = nt; G = -2; H = -24
Molecule: COc1cccc(C2=CC(=O)CCC2)c1OC
  A = 19; B = -5; C = -1; D = -6; E = 2; F = 4; G = -4; H = -2
Molecule: O=C(Cc1ccccc1)NN1C(=O)c2ccccc2C1=O
  A = 17; B = -3; C = -1; D = 1; E = 12; F = -3; G = 1; H = -2
Molecule: Cc1ccn2cc(CCNS(=O)(=O)c3ccc4c(c3)OCCO4)nc2c1
  A = 16; B = -3; C = 0; D = -2; E = -6; F = -2; G = 3; H = 3
Molecule: CCCCCCn1c(CN2CCCCC2C)nc2c1c(=O)n(C)c(=O)n2C (centres undefined)
  A = -3; B = 11; C = -4; D = 11; E = 5; F = -7; G = 7; H = 14
Molecule: O=C(CN(C(=O)CNS(=O)(=O)c1ccccc1)c1ccc(Cl)cc1)NCC1CCCO1 (centres undefined)
  A = 14; B = -2; C = -4; D = 1; E = 1; F = -3; G = -5; H = -7
Molecule: COc1ccc(C(=O)c2c3ccccc3[n+]([O-])n2Cc2ccc(C(N)=O)cc2)cc1
  A = -47; B = -3; C = 0; D = -11; E = 11; F = 9; G = -8; H = -11
Molecule: COC(=O)C(CCSC)NC(=O)/C=C/c1ccc(OC)cc1 (centres undefined)
  A = -11; B = -2; C = -5; D = 0; E = -11; F = -3; G = 2; H = -17
Molecule: COc1ccc(S(=O)(=O)NC2CCSc3ccccc32)cc1NC(C)=O (centres undefined)
  A = 30; B = -2; C = -2; D = 8; E = 1; F = 0; G = -2; H = -9

Compound profiles (already shown). Order of screens: APJ antagonist | EBI2 block | ATG4B inhibitor | CCR6 antagonist | UBC13 polyUb | APJ agonist | CXCR6 inh | Gli-Sufu block
CCC(C)Sc1nnc(CNS(=O)(=O)c2ccc(F)cc2)n1C (centres undefined) in the list: 5 | -2 | 15 | 13 | 0 | 6 | 7 | -9
Cc1cc(C(=O)CSc2nnnn2-c2ccc(O)cc2)c(C)n1Cc1ccc2c(c1)OCO2 in the list: -7 | 5 | -6 | 0 | -1 | -4 | -2 | -1

Filtered by structure, those above containing two or more sulfur atoms (4)
Field names – A = APJ antagonist; B = EBI2 block; C = ATG4B inhibitor; D = CCR6 antagonist; E = UBC13 polyUb; F = APJ agonist; G = CXCR6 inh; H = Gli-Sufu block
Molecule: CCN(C(=O)CSc1ccc(S(=O)(=O)N2CCOCC2)cn1)c1ccccc1
  A = -12; B = -8; C = -3; D = 1; E = -3; F = -4; G = -1; H = 5
Molecule: CCCN1CCc2c(sc(NC(=O)C3CCN(S(=O)(=O)c4cccs4)CC3)c2C(N)=O)C1
  A = 17; B = -6; C = -7; D = 15; E = 5; F = -4; G = -3; H = 31
Molecule: CCC(C)Sc1nnc(CNS(=O)(=O)c2ccc(F)cc2)n1C (centres undefined)
  A = 5; B = -2; C = 15; D = 13; E = 0; F = 6; G = 7; H = -9
Molecule: COc1ccc(S(=O)(=O)NC2CCSc3ccccc32)cc1NC(C)=O (centres undefined)
  A = 30; B = -2; C = -2; D = 8; E = 1; F = 0; G = -2; H = -9

Taken from above.
UBC13 polyUb, Cc1ccc2c(C(=O)CNc3nncs3)c(C)[nH]c2c1 = -5
EBI2 block, Brc1ccc(CN2CCN(Cc3c[nH]c4ccccc34)CC2)cc1 = 6
APJ agonist, O=C1C=CC[C@H](/C=C/C[C@@H](O)C[C@H](O)CCc2ccccc2)O1 = 1

Random draw from the library; overall some 3% were active at least once.
